RGS7-Gao = regulators of human RGS7-Galphao interaction. P09471. Multiplexed bead flow cytometry, RGS7-Galphao binding; actives lie on both sides. binding response (% of control), % at 10 µM. 220,000 compounds, 0.35% hits; in the data active = binding response below about 49% or above about 150%; inconclusive = no clear call, values can overlap the other calls; inactive = in between;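 note: fluorescent Galphao held in activated GDP-AlF4 state binding bead-coupled RGS7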
Target sequence (P09471 whole entry, looked up): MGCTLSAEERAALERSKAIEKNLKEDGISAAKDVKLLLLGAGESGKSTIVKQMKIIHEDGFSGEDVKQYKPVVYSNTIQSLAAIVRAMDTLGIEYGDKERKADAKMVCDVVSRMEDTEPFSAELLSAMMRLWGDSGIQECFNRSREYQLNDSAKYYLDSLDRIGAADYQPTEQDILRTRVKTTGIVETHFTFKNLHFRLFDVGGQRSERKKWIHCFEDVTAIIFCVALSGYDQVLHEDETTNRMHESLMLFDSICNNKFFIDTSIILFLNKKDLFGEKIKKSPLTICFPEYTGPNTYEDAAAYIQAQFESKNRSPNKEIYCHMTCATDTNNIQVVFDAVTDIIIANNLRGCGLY
ABCG2 inh = inhibitors of human ABCG2 transporter, ABCB1 counter-screen; IgMXP3 cells, JC-1 efflux, flow cytometry; Q9UNQ0; 190,000 compounds, 0.1% hits; AID 1325; inhibition, % at 6.6 µM;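 active = inhibition above 80%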;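 note: 0% = DMSO and 100% = nicardipine control wells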
Target sequence (Q9UNQ0 whole entry, looked up): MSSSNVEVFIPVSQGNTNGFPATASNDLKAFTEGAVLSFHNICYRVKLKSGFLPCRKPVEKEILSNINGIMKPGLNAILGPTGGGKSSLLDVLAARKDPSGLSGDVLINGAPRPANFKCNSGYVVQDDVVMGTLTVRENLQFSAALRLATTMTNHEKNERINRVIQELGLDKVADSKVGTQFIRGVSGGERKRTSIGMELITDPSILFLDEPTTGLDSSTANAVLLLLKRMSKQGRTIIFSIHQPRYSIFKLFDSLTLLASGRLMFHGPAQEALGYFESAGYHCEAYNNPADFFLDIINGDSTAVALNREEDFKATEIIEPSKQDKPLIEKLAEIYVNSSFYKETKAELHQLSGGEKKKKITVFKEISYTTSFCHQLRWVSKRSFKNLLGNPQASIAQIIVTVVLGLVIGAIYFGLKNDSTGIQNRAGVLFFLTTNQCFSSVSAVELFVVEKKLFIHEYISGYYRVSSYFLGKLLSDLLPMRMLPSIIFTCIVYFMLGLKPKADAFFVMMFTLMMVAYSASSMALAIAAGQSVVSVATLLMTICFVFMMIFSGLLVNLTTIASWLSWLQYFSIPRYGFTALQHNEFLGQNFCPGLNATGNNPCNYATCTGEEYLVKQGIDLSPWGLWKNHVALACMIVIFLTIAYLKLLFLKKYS
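Times: 10 min at 25 °C | Test system: Two drug-resistant human cell lines, ABCG2 and ABCB1 | Quantity: 3 million cells/mL final, two lines in 1:1 ratio | Signal: Flow cytometry, 530 nm JC-1 signal | Dosing: Compound at 6.6 µM | Controls: Nicardipine and DMSO wells | Reagent: JC-1 as fluorescent efflux pump substrate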
Mcl1-Noxa inh = disrupts binding of human Mcl-1 to Noxa peptide; Q07820; TR-FRET Mcl-1/Noxa peptide binding, 2 h; 220,000 compounds, 1.5% hits; inhibition, % at 21.7 µM;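 active = compounds that cut the protein-peptide binding signal by more than 50% relative to plate controls in a single-dose test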;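 note: His-tagged Mcl-1 with rhodamine Noxa BH3 peptide and terbium anti-His antibody; 0% = Mcl-1 plus Noxa peptide wells and 100% = peptide-only wells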
Mcl1-Bid inh = Mcl-1/Bid interaction inhibition; AID 1021; inhibition, % at 21.7 µM; 220,000 compounds, 0.97% hits; Q07820; TR-FRET Mcl-1/Bid-Dy647 peptide binding, 1536-well;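 active = compounds that cut the binding signal by more than half at the single screening dose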;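 note: His-tagged Mcl-1 with europium anti-His antibody binding Bid BH3 peptide; 0% = Mcl-1 plus peptide wells and 100% = peptide-only wells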
Pf gamet viab = inhibitors of late stage P. falciparum gametocyte viability | inhibition, % at 10.9 µM | P. falciparum stage V gametocytes, ATP luminescence, 24 h | 150,000 compounds, 0.065% hits | AID 743093;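 active = inhibition above the mean plus 3 SD of compounds within the control limits, set per campaign, cut at about 38% in these data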;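 note: 0% = DMSO wells and 100% = medium only without gametocytes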
GSH fluor = compound fluoresces at 488/530 nm on GSH beads. GSH beads flow cytometry, compound fluorescence 488/530 nm; active compounds read high. fluorescence (KMESF) at 10 µM. 190,000 compounds, 0.25% hits; in the data active = fluorescence above about 89;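 note: glutathione beads carrying GST-tagged Bcl family fusion proteins plus one bare bead set; values are compound well signal with DMSO vehicle wells as background; inactives centre near 16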
Avidin bead fluor = compound fluoresces at 488/530 nm on avidin beads; 220,000 compounds, 0.38% hits; compound fluorescence 488/530 nm, flow cytometry; active compounds read high; fluorescence (KMESF) at 10 µM; in the data active = fluorescence above about 47; note: inactives centre near 10
ABCB1 block = inhibitors of human ABCB1 transporter, ABCG2 counter-screen. P08183. CCRF-Adr cells, JC-1 efflux, flow cytometry. inhibition, % at 6.6 µM. 190,000 compounds, 0.067% hits. AID 1326; in the data active = inhibition above about 40%;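 note: 0% = vehicle and 100% = reference inhibitor; higher value means more JC-1 retained so stronger ABCB1 efflux block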
RGS4-Gao reg = modulates binding of RGS4 to human Galphao | P09471 | Multiplexed bead flow cytometry; actives lie on both sides | binding response (% of control), % at 10 µM | 220,000 compounds, 0.33% hits | AID 1415; in the data active = binding response below about 49% or above about 150%; inactive = in between;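 note: fluorescent Galphao activated with aluminum fluoride binding bead-coupled RGS4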
RGS8-Gao = human RGS8-Galphao interaction regulation | response (percent of control binding), % at 10 µM | P09471 | multiplexed bead flow cytometry, RGS8-Galphao binding; actives lie on both sides | AID 1423 | 220,000 compounds, 0.34% hits; in the data active = response below about 60% or above about 140%; inactive = in between;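 note: Galphao activated as the GDP aluminium fluoride complex binding bead-coupled RGS8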
Mcl-1 Bim block = inhibitors of Bim-Mcl-1 interaction, human; inhibition, % at 10 µM; AID 1009; 190,000 compounds, 0.1% hits; Q07820; Bead-based flow cytometry, Bim peptide-Mcl-1 binding; in the data active = inhibition above about 40%;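 note: 0% = no compound tracer wells and 100% = peptide blocker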
Active calls of the source: *; ? = inconclusive; . = no result given. Random draw from the library (roughly 3.3% active in at least one column).

compound	RGS7-Gao	ABCG2 inh	Mcl1-Noxa inh	Mcl1-Bid inh	Pf gamet viab	GSH fluor	Avidin bead fluor	ABCB1 block	RGS4-Gao reg	RGS8-Gao	Mcl-1 Bim block
COc1ccc(COc2ccsc2C(=O)Nc2ccc(Cl)cc2)cc1	102	11	-14	-14	.	56	11	1.1	100	101	5
COc1cc(NC(=S)N2CCN(C/C=C/c3ccccc3)CC2)cc(OC)c1	100	11	-5	-101	.	16	9	1.4	103	93	-7
NS(=O)(=O)c1cccc(NC(=O)Cn2cnc3ccccc3c2=O)c1	106	-1	-15	-45	-35	14	5	-0.2	104	104	3
CC(=O)OC(CC(=O)O)C[N+](C)(C)C (stereo unspecified)	97	-1	24	7	.	20	9	0.0	99	101	0
O=C(O)c1cc2c(s1)-c1ccccc1OC2	101	1	9	13	10	16	35	0.3	102	100	-3
CCOCN(C(=O)Cn1c(COC)nc2ccccc21)c1c(C)cccc1CC	101	1	-1	-1	.	42	8	0.8	99	100	0
Fc1ccccc1NC(=S)NNc1ncc(C(F)(F)F)cc1Cl	103	-1	-58	-35	.	13	15	-0.3	101	101	-2
Cc1ccc2cc(CN(CC3CCCO3)S(=O)(=O)c3ccccc3)c3nnnn3c2c1 (stereo unspecified)	103	6	-7	-3	.	54	5	2.0	109	105	19
C#CCOCCOCCOCCNc1nc(N2CCN(C(=O)[C@H](CCC(=O)O)n3cc(C(N)CO)nn3)CC2)nc(N2CCN(C(=O)[C@H](CCC(=O)O)n3cc(C(N)[C@H](C)CC)nn3)CC2)n1 (stereo partly specified)	97	1	18	36	.	17	6	0.2	94	96	3
Cc1noc(C)c1C(=O)OCC(=O)N1CCN(S(=O)(=O)c2ccc3ccccc3c2)CC1	?	.	-9	-13	14	.	8	.	98	98	.

(more compounds)
compound	RGS7-Gao	ABCG2 inh	Mcl1-Noxa inh	Mcl1-Bid inh	Pf gamet viab	GSH fluor	Avidin bead fluor	ABCB1 block	RGS4-Gao reg	RGS8-Gao	Mcl-1 Bim block
O=C(c1nc2ncccn2n1)N1CCN(c2ccccc2)CC1	100	3	-6	-11	.	11	10	0.8	101	99	0
CC1CCN(c2nc(N(C)c3ccccc3)nc(N)c2[N+](=O)[O-])CC1	?	.	9	22	-7	.	3	.	104	99	.
COc1cc(CN2CCCC(C)C2)cc([N+](=O)[O-])c1O (stereo unspecified)	99	5	7	2	.	33	13	0.3	102	102	-3
COCCCNc1nc2nonc2nc1N(C)CC1CCCN1C (stereo unspecified)	102	0	-2	2	-1	10	7	0.3	95	106	0
CCSc1nnc(-c2cccc(S(=O)(=O)N(C)C)c2)n1-c1cc(OC)ccc1OC	100	0	-8	-53	3	52	8	0.7	102	101	-1
Cn1nnnc1Sc1c(Cl)cccc1[N+](=O)[O-]	99	3	1	-18	6	7	1	0.9	101	106	4
CCOc1ccc(-c2cn(-c3cccc(SC)c3)c(=O)[nH]2)cc1	100	-1	18	-35	7	6	8	-0.3	100	98	0
COc1ccc(S(=O)(=O)c2nnn(-c3ccccc3Cl)c2N)cc1	99	0	15	-11	14	20	8	-0.2	101	103	0
CN1/C(=C\C(=O)COC(=O)c2ccccc2O)C(C)(C)c2ccccc21	?	.	-3	-95	32	.	9	.	93	96	.
O=C(CN(Cc1cccs1)C(=O)CSc1nnc(COc2ccccc2)o1)NC1CCCC1	109	3	6	3	.	59	7	2.2	104	104	0

The listing continues:
compound	RGS7-Gao	ABCG2 inh	Mcl1-Noxa inh	Mcl1-Bid inh	Pf gamet viab	GSH fluor	Avidin bead fluor	ABCB1 block	RGS4-Gao reg	RGS8-Gao	Mcl-1 Bim block
CC(C)=CC(=O)NCCc1ccccc1	101	2	14	1	.	28	13	0.6	100	102	-4
CN(C(=O)c1cc2n(n1)C(C(F)(F)F)CC(c1ccco1)N2)c1ccccc1 (stereo unspecified)	98	8	14	-25	.	21	6	0.9	100	97	-3
NC(=O)c1c(N)sc2c1CCCCC2	108	2	-4	-99	.	22	13	0.4	98	93	-5
COc1ccc(N2CCN(c3oc(COc4ccccc4)nc3C#N)CC2)cc1	104	50	14	-11	.	28	35	0.7	104	103	-10
COC(=O)CN1C(=S)N(Cc2ccccc2)C(=O)C1CC(=O)Nc1ccc(Br)cc1 (stereo unspecified)	100	2	2	10	.	43	9	-0.1	101	100	.
Cc1ccc(OCc2nc(C#N)c(N3CCCCC3)o2)cc1	?	.	7	-1	-5	.	3	.	95	101	.
CC(C)OCC(O)CN1CCN(CC(O)COc2ccc3c(c2)OCO3)CC1 (stereo unspecified)	109	1	3	-1	1	17	16	0.1	104	104	-3
Cc1ccn2c(CNCCCn3cccn3)c(C(=O)N3CCCCCC3)nc2c1	100	0	1	-46	-25	14	11	0.3	99	104	-4
Cc1c(C)n(CC(O)CN2C(=O)c3ccccc3S2(=O)=O)c2ccccc12 (stereo unspecified)	102	2	8	-27	.	17	41	0.5	103	98	-2
C/C(=N\Nc1ccc(C(F)(F)F)cn1)c1ccc(S(=O)(=O)NCc2ccco2)cc1	105	3	17	-33	-11	6	4	0.4	104	105	-8

Further compounds:
compound	RGS7-Gao	ABCG2 inh	Mcl1-Noxa inh	Mcl1-Bid inh	Pf gamet viab	GSH fluor	Avidin bead fluor	ABCB1 block	RGS4-Gao reg	RGS8-Gao	Mcl-1 Bim block
O=C(CSc1nnc(COc2ccccc2)o1)N1CCOCC1	?	0	-10	-81	3	20	14	-0.4	96	97	-1
Cc1ccc(C)c(CSc2ncccc2C(=O)O)c1	130	4	19	1	.	24	10	0.4	124	136	-5
CCOc1ccc(NC(=O)c2cccs2)c([N+](=O)[O-])c1	97	8	-16	-13	12	31	10	0.7	101	103	2
CCOC(=O)CNC(=O)CSc1nnc(Cn2cnc3ccccc32)n1C	91	1	6	-21	.	10	16	0.2	102	91	-5
C#CCNC(=O)C1=C[C@H](c2ccc3c(c2)OCO3)[C@@H](CCCO)[C@H](OCC)O1	98	3	-19	-2	.	17	7	0.4	99	102	-3
C/C(=C\c1ccco1)C1C(C#N)=C(N)Oc2n[nH]c(-c3ccccc3)c21 (stereo unspecified)	96	0	69*	5	-13	4	19	0.0	94	99	2
Cc1nc(OCc2ccccc2)c2ccccc2n1	96	2	7	4	4	24	4	0.1	98	95	-1
Cc1nn(C)c(C(=O)N/N=C/c2ccc(C(F)(F)F)cc2)c1[N+](=O)[O-]	101	12	10	-15	.	10	13	0.9	101	102	-4
COc1ccc(-c2nc(-c3ccccc3)nc(N3CCN(C)CC3)c2C#N)cc1	97	1	0	2	4	13	51*	0.3	102	106	0
C=CCn1c(C)cc(-c2csc(NCC)n2)c1C	?	0	24	-47	-7	11	8	2.1	87	91	1

As entered above.
`CCOC(=O)CNC(=O)CSc1nnc(Cn2cnc3ccccc32)n1C` in Mcl-1 Bim block has -5
`Cc1nn(C)c(C(=O)N/N=C/c2ccc(C(F)(F)F)cc2)c1[N+](=O)[O-]` in Mcl1-Noxa inh has 10
`CCOc1ccc(NC(=O)c2cccs2)c([N+](=O)[O-])c1` in Mcl-1 Bim block has 2
`COc1ccc(-c2nc(-c3ccccc3)nc(N3CCN(C)CC3)c2C#N)cc1` in GSH fluor has 13
`Cc1ccc(C)c(CSc2ncccc2C(=O)O)c1` in Mcl1-Bid inh has 1

Next part:
compound	RGS7-Gao	ABCG2 inh	Mcl1-Noxa inh	Mcl1-Bid inh	Pf gamet viab	GSH fluor	Avidin bead fluor	ABCB1 block	RGS4-Gao reg	RGS8-Gao	Mcl-1 Bim block
CC(C)OCCCNC(=O)c1cccs1	97	3	8	-23	.	13	11	0.2	97	100	2
Cn1c(=O)[nH]c(=O)c2c1nc(N1CCc3ccccc3C1)n2CCSc1nc2ccccc2s1	94	3	12	-13	-12	29	8	2.0	93	97	2
Cc1ccc(C2=CSC3=NNC4(CCCCC4)NN23)cc1	106	0	-13	-22	-17	9	21	-0.6	101	113	-26
OCc1ncc(-c2ccccc2)s1	?	.	-6	-2	.	.	8	.	100	99	.
Cc1ccc(C(=O)SC2=NCCS2)cc1	102	1	-15	-15	.	25	22	0.4	101	100	-6
O=C(c1ccco1)N1CCN(CCOCCOc2cccc3ccccc23)CC1	99	2	24	-6	.	8	14	0.8	109	101	2
CCCCN(C(=O)Nc1ccc(OCC)cc1)C1CCN(C(C)=O)CC1	98	0	-8	-60	.	14	35	0.1	105	99	-3
C#CCNC(=O)C1=C[C@H](c2coc3ccccc3c2=O)C[C@H](OCCCCO)O1	98	4	9	-3	.	19	6	1.6	98	101	-2
CCOC(=O)c1sc(NC(=O)CSC(=S)N2CCN(C)CC2)nc1C	?	.	21	-6	17	.	10	.	106	101	.
NNC(=O)c1ccc(Cn2cc(Br)cn2)o1	?	.	4	-18	-12	.	3	.	103	103	.

In the list so far, these have an NH in an aromatic ring:
compound	RGS7-Gao	ABCG2 inh	Mcl1-Noxa inh	Mcl1-Bid inh	Pf gamet viab	GSH fluor	Avidin bead fluor	ABCB1 block	RGS4-Gao reg	RGS8-Gao	Mcl-1 Bim block
CCOc1ccc(-c2cn(-c3cccc(SC)c3)c(=O)[nH]2)cc1	100	-1	18	-35	7	6	8	-0.3	100	98	0
C/C(=C\c1ccco1)C1C(C#N)=C(N)Oc2n[nH]c(-c3ccccc3)c21 (stereo unspecified)	96	0	69*	5	-13	4	19	0.0	94	99	2
Cn1c(=O)[nH]c(=O)c2c1nc(N1CCc3ccccc3C1)n2CCSc1nc2ccccc2s1	94	3	12	-13	-12	29	8	2.0	93	97	2

(cont.)
compound	RGS7-Gao	ABCG2 inh	Mcl1-Noxa inh	Mcl1-Bid inh	Pf gamet viab	GSH fluor	Avidin bead fluor	ABCB1 block	RGS4-Gao reg	RGS8-Gao	Mcl-1 Bim block
O=C(Nc1ccc(N2CCN(C(=O)C3CC3)CC2)cc1)c1cccs1	107	7	5	-8	13	12	11	0.6	106	104	-1
CCOc1ccc(OCC)c(NC(=O)CN2CCN(c3cc(C)ccc3C)CC2)c1	105	51	8	51*	.	14	10	5.0	106	101	-3
CCn1c(SCc2cc(=O)n3ccsc3n2)nc2ccccc21	99	2	14	-6	.	9	6	0.3	101	101	0
COCCn1c(CCC(=O)O)nc2c1c(=O)[nH]c(=O)n2CC(C)C	106	0	-10	-1	-16	20	15	0.3	108	103	-3
N#C/C(=C\c1ccc(OCc2ccc(F)cc2)cc1)C(=O)Nc1cccc(C(=O)O)c1	?	.	21	-10	15	.	10	.	102	99	.
Cc1ccc2c(c1)-c1nc3ccccc3cc1C2=NC1CCCCC1	101	0	-11	-2	-16	11	12	-0.1	101	97	-1
CCCC1(c2ccccc2)NC(=O)N(CC(=O)Nc2sc(-c3ccccc3)cc2C(=O)OCC)C1=O (stereo unspecified)	107	6	-9	-17	.	22	12	1.9	110	107	0
Cc1ccccc1NC(=S)NC(C)C(c1cccs1)N1CCOCC1 (stereo unspecified)	102	0	14	-7	.	17	6	0.0	99	102	-3
